Rat MKP-3 inhibitors = MKP-3 phosphatase inhibitors, primary screen, biochemical, rat enzyme, in vitro (AID 425); hit rate 0.17% among 110,000; Dual specificity protein phosphatase 6 (Rattus norvegicus); recombinant MKP-3 phosphatase activity, fluorescence; higher % means a stronger effect; one-dose inhibition, % at 20 µM; IC50 in µM for titrated hits; in the data active = inhibition above about 50%;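 also: plate controls were vehicle for no effect and reference inhibitor for full effect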
Hsp70 displacement = Hsp70 inhibitors, probe displacement, primary screen, biochemical, fluorescence polarization (AID 583). Heat shock 70 kDa protein 1A (Homo sapiens). hit rate 0.06% among 140,000. displacement, % at 20 µM; hits with a dose series show IC50 in µM. Hsp70 fluorescence polarization probe displacement, mP; higher % means a stronger effect; in the data active = displacement above about 50%;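 also: plate controls were vehicle for no effect and reference ligand for full effect; a part of the inactive calls stands beside numbers as strong as those of hits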
Numbers without * were called inactive; / = not tested or not shown; & = joins results of further samples. An excerpt (hit frequency here may not be typical).

SMILES	Rat MKP-3 inhibitors	Hsp70 displacement
CC(=O)c1c(C)[nH]c(C(=O)OCC(=O)Nc2cc(C(F)(F)F)ccc2N2CCOCC2)c1C	-8%	3.0%
COc1cc(-c2nnc(-c3cccs3)o2)cc(OC)c1OC	-4%	7.2%
COc1ccccc1N(CC(=O)Nc1ccc2c(c1)OCCO2)S(C)(=O)=O	-18%	1.1%
O=C1c2ccccc2C(=O)N1c1ncc(Cc2cccc(C(F)(F)F)c2)s1	1%	-1.2%
O=C(Oc1ccc2c(c1)C(=O)c1ccccc1CO2)c1ccccc1	/	0.7%
Cc1noc(C)c1S(=O)(=O)N(CC(=O)N1CCCC1)c1ccc(C(C)C)cc1	-11%	1.0%
CCOc1ccc(S(=O)(=O)Nc2ccccc2C(=O)NCC2CCCO2)cc1 (configuration not stated)	-3%	-4.3%
CC(NC(=O)OC(C)(C)C)C(=O)Oc1cc2oc(=O)cc(-c3ccccc3)c2cc1Cl (configuration not stated)	1%	6.4%
COc1cccc(C(=O)N(c2ccc(OC)cc2OC)C2C=CS(=O)(=O)C2)c1 (configuration not stated)	2%	-0.4%
O=C(N/N=C/c1ccccc1O)C1CC(=O)N(c2ccc(Br)cc2)C1 (configuration not stated)	4%	-9.0%
C=CCc1cccc2cc(C(=O)Nc3cc(OC)ccc3OC)c(=O)oc12	2%	-3.0%
Cc1nc(=O)c(-c2ccccc2)c(C)n1-c1ccc(C(=O)O)cc1	-10%	-1.6%
COc1ccccc1CCNC(=O)c1cnn2c(C(F)F)cc(C)nc12	4%	2.0%
Cn1c(NC(=O)c2cccc(C(F)(F)F)c2)cc(=O)n(C)c1=O	0%	-0.7%
O=C(NCCN1CCN(C(=O)c2ccccc2Cl)CC1)C(=O)Nc1ccccc1	3%	/
CC(C)c1ccc(C2/C(=C(\O)c3ccccc3)C(=O)C(=O)N2CCCC(=O)O)cc1 (configuration not stated)	4%	0.3%
Cc1c(C(=O)Nc2ccc(F)cc2)oc2ccc(S(=O)(=O)N3CCC4(CC3)OCCO4)cc12	3%	-0.8%
O=C(CN1CCCCC1)N1CCCc2c1c(=O)oc1ccc(OCc3ccccc3)cc21	/	-1.8%
COc1cccc(N2C(=O)C(=O)/C(=C(\O)c3ccccc3)C2c2ccccc2Cl)c1 (configuration not stated)	-5%	-1.2%
CCCCOC(=O)c1ccc(NC(=O)c2ocnc2C)cc1	-6%	3.5%
O=C1CCCCC(=O)c2ccccc2N1	/	-2.5%
CC(C)OC(=O)c1cc(O)c(O)c(O)c1	-1%	7.3%
O=C(CN(Cc1ccco1)S(=O)(=O)c1cccs1)Nc1ccccc1C(F)(F)F	-23%	15%
Cc1ccc(N(CC(O)CN2CCCCC2)S(=O)(=O)c2ccccc2[N+](=O)[O-])cc1 (configuration not stated)	3%	0.2%

The last five entries of the section before are carried over, then new ones follow:
SMILES	Rat MKP-3 inhibitors	Hsp70 displacement
CCCCOC(=O)c1ccc(NC(=O)c2ocnc2C)cc1	-6%	3.5%
O=C1CCCCC(=O)c2ccccc2N1	/	-2.5%
CC(C)OC(=O)c1cc(O)c(O)c(O)c1	-1%	7.3%
O=C(CN(Cc1ccco1)S(=O)(=O)c1cccs1)Nc1ccccc1C(F)(F)F	-23%	15%
Cc1ccc(N(CC(O)CN2CCCCC2)S(=O)(=O)c2ccccc2[N+](=O)[O-])cc1 (configuration not stated)	3%	0.2%
COC(=O)Cn1cnc2c(nnn2Cc2ccc(Cl)cc2)c1=O	-2%	8.2%
Cc1ccc(-n2c(SCC(=O)NCc3cccs3)nnc2-c2ccoc2C)cc1	6%	0.0%
CC1CC(C)CN(C(=O)c2cc(-c3ccccn3)nc3ccccc23)C1 (configuration not stated)	/	-8.2%
CC(C)C[C@H](NC(=O)Nc1ccccc1F)C(=O)O	/	3.2%
CC(=O)c1cc(C(c2csc(C(C)=O)c2)c2csc(C(C)=O)c2)cs1	/	-1.4%
O=C1c2cccc3cccc(c23)C(=O)N1c1ccc2c(c1)OCO2	3%	-2.6%
O=C(CSc1nnc(-c2ccccc2)o1)NCC1CCCCC1	/	2.4%
CCOC(=O)C1=C(C)Nc2nc(SCc3cccnc3)nn2C1c1ccc(OC)cc1 (configuration not stated)	-2%	-2.7%
Cc1cc(C(=O)Nc2ccccc2C(F)(F)F)no1	3%	-3.4%
CCCCN1c2cc(C)c(O)cc2C(C(=O)OCC)C1C (configuration not stated)	-5%	-0.6%
C=CCn1c(SCC(=O)Nc2ccc3c(c2)OCCO3)nnc1-c1ccccn1	-8%	1.0%
COc1ccc(C2=NCC(CSc3nnnn3C)S2)cc1 (configuration not stated)	2%	-1.9%

Arranged by length of the SMILES (smallest number first): some entries from above.
SMILES	Rat MKP-3 inhibitors	Hsp70 displacement
COc1ccc(C2=NCC(CSc3nnnn3C)S2)cc1 (configuration not stated)	2%	-1.9%
CC(C)C[C@H](NC(=O)Nc1ccccc1F)C(=O)O	/	3.2%
O=C1c2cccc3cccc(c23)C(=O)N1c1ccc2c(c1)OCO2	3%	-2.6%
CC1CC(C)CN(C(=O)c2cc(-c3ccccn3)nc3ccccc23)C1 (configuration not stated)	/	-8.2%

Later entries.
SMILES	Rat MKP-3 inhibitors	Hsp70 displacement
CCSc1ccccc1C(=O)NCc1ccc(S(N)(=O)=O)cc1	-6%	3.4%
CCOC(=O)N1CCC(NC(=O)CCC(=O)N2CC(C)Oc3ccc(Cl)cc32)CC1 (configuration not stated)	-4%	1.4%
COc1cc(OC)cc(-c2nnc(Nc3nc4c(F)cccc4s3)o2)c1	9%	-2.4%
CSc1[nH]c(-c2ccccc2)cc1C(C)=O	-1%	0.8%
CC(=O)N(c1ccccc1Cl)S(=O)(=O)c1ccc(Cl)cc1	-2%	1.9%
Cc1cc(N2CCN(C)CC2)nc2ccc(NC(=O)c3ccc(Br)o3)cc12	-4%	-2.5%
Cc1ccc(C)c(S(=O)(=O)N2CCN(C(=O)Cn3c(C(F)(F)F)nc4ccccc43)CC2)c1	/	1.6%
O=C(NCc1ccc2c(c1)OCO2)c1ccc(N2C(=O)C3CCCCC3C2=O)cc1 (configuration not stated)	/	1.1%
Cn1c(COc2ccccc2)nnc1SCC(=O)Nc1ccc(N2CCOCC2)c(Cl)c1	0%	3.7%
COc1ccc(N2C(=O)/C(=C/c3ccc([N+](=O)[O-])cc3)C=C2c2ccccc2)cc1	/	-7.6%
Cc1cc(N2CCC(C(=O)Nc3ccc(F)cc3)CC2)nc(-c2ccccc2)n1	3%	-7.4%
O=C(O)/C(=C\c1cccc([N+](=O)[O-])c1)NC(=O)c1ccccc1	1%	2.4%
CCC(C(=O)Nc1cc(C(=O)OC)cc(C(=O)OC)c1)c1ccccc1 (configuration not stated)	0%	1.7%
CC1Cc2ccccc2N1S(=O)(=O)c1cccc(C(=O)c2nccn2C)c1 (configuration not stated)	-3%	0.7%
Cn1c(SCC(=O)NCc2ccco2)nnc1-c1ccccc1	/	2.4%
Cc1cccc(C)c1NC(=O)C1CCCN(CCCc2ccccc2)C1 (configuration not stated)	/	3.1%
CCOC(=O)c1[nH]c(C)c(/C(O)=C2\C(=O)C(=O)N(CCN3CCOCC3)C2c2cccs2)c1C (configuration not stated)	/	-0.6%
CCOC(=O)C1CCN(C(c2cccs2)c2sc3nc(C)nn3c2O)CC1 (configuration not stated)	-7%	-1.6%
Cc1ccc(N2CC(C(=O)N3CCc4ccccc4C3)CC2=O)cc1 (configuration not stated)	-7%	-0.5%
COc1ccc(CCNC(=O)c2sc3cc(C)ccc3c2Cl)cc1OC	4%	5.5%
Cc1cccc2cc(CN(Cc3ccc(F)cc3)C(=O)N3CCOCC3)c3nnnn3c12	/	-1.1%
COc1ccc(-n2c(C)nc3ncnc(-c4ccccc4)c32)cc1	-5%	0.6%
CC(=O)NC1=NC(=O)/C(=C\c2ccc(-c3ccc([N+](=O)[O-])cc3C)o2)S1	6%	-2.5%
C=CCn1c(O)c(C(CC)=NCCN2CCOCC2)c(=O)[nH]c1=O	-2%	-1.9%
COC(=O)C(C)n1cnc2c(nnn2-c2cccc(Cl)c2)c1=O (configuration not stated)	-2%	7.7%
CC(=O)Nc1sc2c(c1CN1CCN(c3ccccn3)CC1)CCCC2	-2%	0.2%
COc1ccc(C2=NOC3(CC(=O)N(c4ccc(F)cc4)C3=O)C2)c(OC)c1 (configuration not stated)	/	0.7%
C=CCn1c(C)cc(C(=O)CN2C(=O)NC3(CCCc4ccccc43)C2=O)c1C (configuration not stated)	/	11%
O=c1nc(C(F)(F)F)nc2ccccn12	1%	1.5%
O=C(CSc1cc(Cl)ccc1Cl)Nc1cccc(C(F)(F)F)c1	1%	-0.7%
COc1ccc(-c2ccc(CCC(=O)O)n2CC(C)C)cc1	/	4.5%
Cc1ccc(Nc2oc(C)nc2C#N)cc1	8%	-1.2%
CCOCCc1nnc(NC(=O)c2ccc(OC)c(OC)c2)s1	-1%	3.4%
O=C(Cn1nnc(-c2ccncc2)n1)N1CCc2ccccc21	0%	1.3%
CCCS(=O)(=O)c1c(S(=O)(=O)CCC)c2ccc(C(C)=O)cn2c1C(=O)c1ccc(Br)cc1	2%	-0.2%
O=C(Nc1ccc(OC(F)(F)F)cc1)c1cc2n(n1)C(C(F)(F)F)CC(c1cccs1)N2 (configuration not stated)	-1%	-2.6%

6 of the entries above in order of the Rat MKP-3 inhibitors value, lowest first:
SMILES	Rat MKP-3 inhibitors	Hsp70 displacement
CC(=O)Nc1sc2c(c1CN1CCN(c3ccccn3)CC1)CCCC2	-2%	0.2%
CCOCCc1nnc(NC(=O)c2ccc(OC)c(OC)c2)s1	-1%	3.4%
O=C(Cn1nnc(-c2ccncc2)n1)N1CCc2ccccc21	0%	1.3%
O=C(CSc1cc(Cl)ccc1Cl)Nc1cccc(C(F)(F)F)c1	1%	-0.7%
CCCS(=O)(=O)c1c(S(=O)(=O)CCC)c2ccc(C(C)=O)cn2c1C(=O)c1ccc(Br)cc1	2%	-0.2%
Cc1ccc(Nc2oc(C)nc2C#N)cc1	8%	-1.2%

Continued:
SMILES	Rat MKP-3 inhibitors	Hsp70 displacement
CCOC(=O)C1CCCN(C(=O)c2ccc(OCC)cc2)C1 (configuration not stated)	-2%	-7.1%
Cc1ccc(S(=O)(=O)N(Cc2ccc(F)cc2)Cc2ccco2)cc1	4%	2.9%
CC(C)c1ccccc1OCCCNC(C)(C)C	-1%	4.1%
Cc1cc2c(cc1C)NC(c1cccnc1)C1=C(CC(C)(C)CC1=O)N2 (configuration not stated)	/	0.1%
CC(=O)NC1(C(F)(F)F)NC(=O)N(C2CCCCC2)C1=O (configuration not stated)	/	1.8%
CC(NC(=O)CN1C(=O)c2ccccc2C1=O)c1ccccc1 (configuration not stated)	-5%	-6.5%
Cc1cc(C)n(CC(O)COc2ccccc2)n1 (configuration not stated)	/	2.9%
COCCCNC(=O)Cc1ccc(OC)c(OC)c1	6%	-5.7%
Cc1ccc(NC(=O)CSCC(N)=O)cc1C	-2%	-1.7%
CC1CCCCN1C(=O)CSc1nnc(-c2ccc(Cl)s2)o1 (configuration not stated)	-3%	0.7%
C=CCN(CC(=O)NCc1ccc(F)cc1)C(=O)c1csnn1	/	5.5%
O=C(c1ccco1)N1CCN(C2CCCC2)CC1	-2%	-4.5%

Reprinted at random: two entries already listed, in no set order.
SMILES	Rat MKP-3 inhibitors	Hsp70 displacement
COc1ccc(CCNC(=O)c2sc3cc(C)ccc3c2Cl)cc1OC	4%	5.5%
C=CCc1cccc2cc(C(=O)Nc3cc(OC)ccc3OC)c(=O)oc12	2%	-3.0%

Carrying on:
SMILES	Rat MKP-3 inhibitors	Hsp70 displacement
CCOC(=O)c1cc(CN2CCOCC2)oc1-c1ccccc1	2%	3.3%
CCOC(=O)c1c(NC(C)=O)sc2c1CCC2	-1%	4.1%
CC1=NN(c2ccccc2)C(=O)/C1=C\c1ccc(-c2cc([N+](=O)[O-])ccc2O)o1	6%	5.5%
Cc1cccc(NC(=O)CSc2nc3ccc(C)cc3[nH]2)c1	0%	1.8%
O=C(NC1CCCCC1)N1CCC(c2nc3ccccc3[nH]2)CC1	-5%	3.7%
O=C(O)c1nc(N2C(=O)c3ccccc3C2=O)n[nH]1	0%	4.2%
CCN(CC)S(=O)(=O)c1cc(C(=O)OCc2ccccc2)ccc1Br	1%	-0.2%
COc1cc(N2CN=c3s/c(=C\c4ccccn4)c(=O)n3C2)cc(OC)c1OC	7%	4.8%
CN(C)c1ccc(C(=O)N2CCN(c3ccc([N+](=O)[O-])cc3)CC2)cc1	0%	4.0%
COC(=O)c1ccc2c(c1)C1C=CCC1C(c1ccc(Br)cc1)N2 (configuration not stated)	8%	0.2%
Fc1ccc(-c2nnc(-c3ccco3)o2)cc1	2%	-3.3%
COc1ccc(N(CC(=O)NCc2ccccc2)S(=O)(=O)c2ccccc2)cc1Cl	-1%	0.8%
Cc1cc(=O)oc2cc(OCC(=O)c3ccc(Cl)cc3)c(Cl)cc12	7%	1.1%
CCOC(=O)c1ccc(N2NC(=O)/C(=C/c3cccc(I)c3)C2=O)cc1	-3%	1.3%
COc1ccc(CCNC(=O)C2CC(=O)N(c3ccccc3)C2)cc1OC (configuration not stated)	8%&0%	4.2%&-6.2%
O=C1CC(N2CCN(C/C=C/c3ccccc3)CC2)C(=O)N1Cc1ccc(N2CCCC2=O)cc1 (configuration not stated)	4%	1.2%
C=CCn1c(Br)nc2c1c(=O)n(C)c(=O)n2C	6%	2.4%
CC(C)c1c(C#N)c(N)nc(SCC(=O)c2cc3ccccc3oc2=O)c1C#N	7%	-2.7%
Cc1ccc(C(=O)COC(=O)c2ccccc2)cc1	-5%	0.2%
COC(=O)c1c(NC(=O)CSc2ncnc3c2cnn3-c2ccccc2Cl)sc2c1CCCC2	/	-5.8%
CCN1C(=O)CSc2ccc(C(=O)NCCCN3CCOCC3)cc21	5%	-1.2%
COc1ccc(C2(O)CCN(C(=O)NC3CCCCC3)CC2)cc1	-5%	-8.7%
CCOc1ccc(C(=O)Nc2ccsc2C(=O)OC)cc1	0%	0.5%

High-throughput results (PubChem)
